# Bioassay records deposited in PubChem BioAssay by Broad Institute.
# S100A4 inh HTS – inhibitors of human S100A4 binding to myosin IIA peptide. P26447. S100A4/TAMRA-MyoIIA peptide fluorescence polarization. hit rate 0.14% among 360,000. inhibition, % at 10.7 µM;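 active means mean inhibition of at least 70% across replicates, with every replicate also reaching that level; inconclusive means mean inhibition reaches 70% but some replicates fall short; inactive means mean inhibition below 70%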
# Target sequence (P26447 whole entry, looked up): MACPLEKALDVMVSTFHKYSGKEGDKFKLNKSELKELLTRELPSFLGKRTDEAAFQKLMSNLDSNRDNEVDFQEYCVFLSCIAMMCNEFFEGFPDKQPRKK
#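 assay system = human S100A4 monomer with TAMRA-labelled myosin IIA peptide | also added = labelled myosin peptide probe, 5 nM | incubation = 5 min between mix addition and reading | control set = DMSO and TFP controls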
# DENV2 CPE rescue – inhibitors of DENV2 cytopathic effect; DENV2-infected cells, cytopathic effect rescue, plate reader; CPE inhibition, % at 9.99 µM; hit rate 1.7% among 350,000; in the data active means CPE inhibition above about 20%, passing the limit was not always enough; inconclusive means no clear call, values can overlap the other calls; tested in BHK-21 cells;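 further: 0% = median of neutral control wells and 100% = median of positive control wells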
# ERp5 block – inhibitors of human ERp5; Q15084; ERp5 insulin aggregation, absorbance 650 nm, 90 min; inhibition, % at 9.99 µM; hit rate 0.05% among 350,000; AID 651711;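 active means mean replicate inhibition above about 25%, with every replicate also reaching it, limit read from the data, passing the limit was not always enough; inconclusive means only one of those two criteria met; inactive means neither criterion met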
# C2C12 statin – suppression of simvastatin myotoxicity. C2C12 myotubes + simvastatin, ATP luminescence, 48 h; scaled: DMSO 0, geranylgeraniol control 100. rescue of ATP level, % at 7.49 µM. hit rate 0.78% among 330,000;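 active means mean ATP rescue above about 67%, or every replicate alone reaching that limit, limit read from the data, passing the limit was not always enough; inconclusive means no clear call, values can overlap the other calls; inactive means mean under the limit and some replicate under it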;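 further: myotubes were challenged with 10 µM simvastatin during compound exposure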
# E-selectin induc – E-selectin induction on HUVECs; activation, % at 7.58 µM; P16581; hit rate 0.37% among 260,000; HUVEC E-selectin immunofluorescence imaging; normalized: neutral wells 0, TNF-alpha wells 100;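 active means mean E-selectin-positive cell signal at least 10% of the positive control, reached in at least 60% of replicates, without over 20% cell loss; inconclusive means no rule given, readout overlaps actives, possibly toxicity-flagged; inactive means the rest, including those meeting only one limit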;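 further: in these data hits start at about 27%; measured in HUVEC primary endothelial cells; signal is the percent of cells scored E-selectin positive by PE staining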
# Target sequence (P16581 whole entry, looked up): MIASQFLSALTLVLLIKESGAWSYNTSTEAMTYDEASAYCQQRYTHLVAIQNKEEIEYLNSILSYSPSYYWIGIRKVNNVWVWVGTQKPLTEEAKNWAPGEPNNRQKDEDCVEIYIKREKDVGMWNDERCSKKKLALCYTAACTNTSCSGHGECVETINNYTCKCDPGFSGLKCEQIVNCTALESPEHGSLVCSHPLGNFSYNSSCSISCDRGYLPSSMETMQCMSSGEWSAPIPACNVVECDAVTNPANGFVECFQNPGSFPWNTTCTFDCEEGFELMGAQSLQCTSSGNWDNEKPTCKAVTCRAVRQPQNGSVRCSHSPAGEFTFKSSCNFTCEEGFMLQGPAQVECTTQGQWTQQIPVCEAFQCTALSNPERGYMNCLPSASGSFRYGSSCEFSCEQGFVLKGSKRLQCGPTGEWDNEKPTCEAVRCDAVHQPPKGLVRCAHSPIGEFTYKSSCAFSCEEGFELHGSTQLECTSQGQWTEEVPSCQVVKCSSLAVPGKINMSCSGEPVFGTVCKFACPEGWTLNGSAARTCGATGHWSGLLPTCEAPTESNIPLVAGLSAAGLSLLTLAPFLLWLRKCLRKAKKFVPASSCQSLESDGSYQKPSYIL
#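 Assay system: HUVEC, human umbilical vein endothelial cells / Amount: 3,000 HUVEC/well / Controls: TNF-alpha positive control, DMSO neutral control / Compound dosing: single concentration / Medium: EGM-2 over gelatin coat / Evaluation: percent E-selectin-positive cells / Signal: immunofluorescence imaging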
# SIRT5 inh – blocks human SIRT5 desuccinylation of peptide | Q9NXA8 | Purified SirT5, succinyl-peptide AMC, trypsin-coupled fluorescence | inhibition, % at 15 µM | hit rate 1.1% among 330,000; in the data active means inhibition above about 15%; inconclusive means no clear call, values can overlap the other calls
# Target sequence (Q9NXA8 whole entry, looked up): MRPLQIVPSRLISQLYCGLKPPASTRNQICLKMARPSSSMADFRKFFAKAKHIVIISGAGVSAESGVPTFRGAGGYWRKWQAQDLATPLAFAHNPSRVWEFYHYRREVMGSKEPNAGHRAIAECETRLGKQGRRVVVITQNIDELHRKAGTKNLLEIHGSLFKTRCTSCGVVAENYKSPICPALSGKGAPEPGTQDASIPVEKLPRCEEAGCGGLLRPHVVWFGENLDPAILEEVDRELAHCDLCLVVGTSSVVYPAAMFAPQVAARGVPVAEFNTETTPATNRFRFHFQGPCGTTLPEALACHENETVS
# PglD DTNB – PglD (C. jejuni) enzyme inhibition | purified PglD enzyme, DTNB colorimetric CoA detection | inhibition, % at 12.5 µM | hit rate 0.098% among 360,000 | AID 602405; in the data active means inhibition above about 16%, passing the limit was not always enough; inconclusive means no clear call, values can overlap the other calls; further: strong numbers were not always called active
# * marks the source's active call; other numbers are inactive results; ? = inconclusive; . = not tested or not shown. These rows are one share of the data, so the mix of outcomes need not match the whole.
SMILES,S100A4 inh HTS,DENV2 CPE rescue,ERp5 block,C2C12 statin,E-selectin induc,SIRT5 inh,PglD DTNB
CCN(CC(=O)Nc1ccc(OC)cc1)C(=O)Cc1cccs1,-2,1,-9,-1,-0.2,-2,-2
O=C(C1CCCCC1)N1C[C@@H]2[C@H](c3ccccc31)[C@H](CO)N2Cc1ccccc1Cl,-3,-9,0,21,-0.6,-1,5
C[C@H](CO)N1C[C@H](C)[C@@H](CN(C)Cc2ccc(C(F)(F)F)cc2)OCCCC[C@H](C)Oc2ccc(NS(=O)(=O)c3cn(C)cn3)cc2C1=O,1,3,7,.,0.3,10,3
COCC(=O)Nc1nnc(SCC(=O)N2CCCCC2)s1,-2,-2,-2,-34,2.2,.,0
COc1ccccc1N1CCN(C2CCN(C(=O)c3ccc(F)cc3)CC2)CC1,1,3,0,.,.,2,2
Cc1c(N(C)C(=O)c2ccccc2F)c(=O)n(-c2ccccc2)n1C,-2,.,0,13,.,-7,1
COc1ccc(F)cc1C(=O)C1CCCN(Cc2ccc(Sc3nncn3C)o2)C1 (stereo not drawn),-5,9,2,.,0.5,-4,.
Cc1nonc1C(=O)N/N=C/c1ccc(O)cc1,1,-5,-1,-6,-2.7,-2,4
O=C(NCc1ccccc1)c1nc(-c2cccs2)no1,-3,5,3,.,.,2,.
O=C(O)COc1ccc(C(NC(=O)c2c(F)cccc2F)NC(=O)c2c(F)cccc2F)cc1,-9,0,3,3,0.0,-4,2
Nc1cccc(-n2nnnc2CN2CCOCC2)c1,2,4,2,-5,-2.8,-3,0
CCN1CCN(CCC2Oc3cc([N+](=O)[O-])ccc3NC2=O)CC1 (stereo not drawn),-3,-5,2,-5,0.4,2,-8
Cc1cc(C)c(NC(=O)C2CCCN(S(=O)(=O)c3c(C)noc3/C=C/N(C)C)C2)c(C)c1 (stereo not drawn),0,0,4,20,.,2,-2
C[C@H]1CN([C@@H](C)CO)C(=O)c2cc(NC(=O)Nc3ccc4c(c3)OCO4)ccc2O[C@@H]1CN(C)Cc1ccncc1,5,?,-3,-22,0.1,4,13
CCCc1nc(SCC(=O)NC2CCCC2)c2ccccc2n1,-2,?,1,5,-0.1,-2,.

# Three entries already listed, ordered by formula weight, high to low.
SMILES,S100A4 inh HTS,DENV2 CPE rescue,ERp5 block,C2C12 statin,E-selectin induc,SIRT5 inh,PglD DTNB
Cc1cc(C)c(NC(=O)C2CCCN(S(=O)(=O)c3c(C)noc3/C=C/N(C)C)C2)c(C)c1 (stereo not drawn),0,0,4,20,.,2,-2
O=C(NCc1ccccc1)c1nc(-c2cccs2)no1,-3,5,3,.,.,2,.
Nc1cccc(-n2nnnc2CN2CCOCC2)c1,2,4,2,-5,-2.8,-3,0

# Next part.
SMILES,S100A4 inh HTS,DENV2 CPE rescue,ERp5 block,C2C12 statin,E-selectin induc,SIRT5 inh,PglD DTNB
O=C(CCNC(=O)N1CC(=O)Nc2ccccc21)NCc1ccc(Cl)cc1,5,0,0,10,-0.2,1,5
CCOc1ccc(NC(=O)CN(C)C(=O)c2ccc(N3CCCC3)c([N+](=O)[O-])c2)cc1OCC,0,?,-14,14,3.0,4,2
O=C(CCNS(=O)(=O)c1ccc(OC(F)(F)F)cc1)N1CCCC1,-9,2,0,17,0.2,-3,-1
CC1=C(C(=O)OCc2ccccc2)C(/C=C/c2ccccc2)N2C(=O)CCSC2=N1 (stereo not drawn),-5,-1,-7,15,.,-2,10
CCCNS(=O)(=O)c1cc2c(cc1Br)CCN2C(=O)CC,0,4,-1,1,-0.1,-1,0
O=C(OCC(=O)N1CCN(C(=O)c2ccco2)CC1)c1cncc(Br)c1,11,-3,-1,2,-0.7,-6,-2
CCOc1cc(N2CCOCC2)c(OCC)cc1NC(=O)CN1C(=O)C2CC=CCC2C1=O (stereo not drawn),-13,-7,-2,.,.,2,.
C[C@@H]1CCCCO[C@H](CN(C)C(=O)c2ccncc2)[C@@H](C)CN([C@H](C)CO)C(=O)c2cc(NS(=O)(=O)c3cn(C)cn3)ccc2O1,-3,13,-1,.,-0.1,2,5
O=C1c2ccccc2C(=Cc2cccnc2)c2ccccc21,5,18,2,5,0.1,.,-1
COc1ccc(C2C3=C(CC(C)(C)CC3=O)N(CCN3CCOCC3)C3=C2C(=O)CC(C)(C)C3)cc1,-5,?,1,8,-0.1,-6,-4
COc1ccc(NC(=O)NC[C@@H]2CC[C@@H](Cc3ccc(-c4ccccc4)cc3)O2)cc1,1,-9,3,13,0.6,-4,3
CCOC(=O)CSc1nc(C)c(Oc2ccc(Cl)cc2Cl)c(=O)[nH]1,-3,11,7,-9,0.0,-2,3
COc1cc2c(cc1OC)C1Cc3ccc(OC)c(OC)c3C[N+]1([O-])CC2 (stereo not drawn),-1,-4,-15,8,-0.1,-3,-2
Cc1nnc(NC(=O)CCNC(=O)c2ccccc2Cl)s1,0,13,-4,.,.,-1,.
COC(=O)Cc1nnn2c1[C@@H](C)[C@@H](c1ccccc1Br)OC[C@@H]2c1ccccc1,-1,-6,-1,.,1.0,.,.
O=C(Cn1[nH]c(=O)c2ccccc2c1=O)OCC(=O)c1ccccc1,10,11,-13,0,0.2,-3,-3
COc1ccc(-c2nc(NC(C)=O)sc2-c2ccccc2)cc1,-3,.,0,.,4.3,-2,.
COCC(C)NC(=O)/C=C/c1ccc(OC)cc1 (stereo not drawn),-1,-10,-1,-3,-8.3,-4,.
Cc1cc(NC(=O)NC(=O)c2ccccc2)no1,-2,-6,5,-11,-0.6,-1,-3
CCOC(=O)/C(C#N)=C/c1cc(C)n(-c2ccc(C)cc2)c1C,-2,.,-3,3,.,-6,-1
Cc1oc(-c2ccccc2)nc1CS(=O)CC(=O)O (stereo not drawn),-4,-13,4,9,0.8,1,-3
Cc1ccc(COc2ccc(/C=N/NC(=O)CN3CCCCC3)cc2)cc1,-1,.,-9,.,-2.6,-6,.
CO[C@H]1CN(C)C(=O)c2cc(NS(C)(=O)=O)ccc2OC[C@H](C)N(C(=O)C2CCC2)C[C@@H]1C,3,18,-8,7,-0.2,-9,1
CC(C)(CNC(=O)CCC1CCCC1)CNC(=O)CCC1CCCC1,-6,0,0,.,-0.5,-1,6
COc1ccc(NC(=O)CSc2nnc(C3CC3)n2C)cc1S(=O)(=O)N1CCOCC1,-5,3,3,3,-0.7,-3,0
CC(C)NC(=O)c1nn2c(C(F)(F)F)cc(-c3ccco3)nc2c1Cl,-1,10,2,-5,1.6,1,2
Cc1nn(-c2ccccc2Cl)c2sc(C(=O)Nc3nnc(C4CC4)s3)cc12,6,-7,0,.,0.3,0,.
CCCCn1c(N)c(N(Cc2ccccc2OC)C(=O)COc2ccc(F)cc2Cl)c(=O)[nH]c1=O,2,-3,-19,-1,0.0,-5,-5
C=CCn1c(SCC(=O)Nc2ccc(N3CCOCC3)cc2)nnc1-c1ccco1,3,0,-1,2,.,2,-3
CN(C)c1cccc(N(C)C)c1CNC(=O)C(C)(C)C,2,3,4,.,1.7,.,3
CO[C@H]1CN(C)C(=O)c2cc(NS(C)(=O)=O)ccc2OC[C@H](C)N(CCC(F)(F)F)C[C@@H]1C,-3,3,-7,9,1.9,-4,-1
O=C(N/N=C/c1ccc(Cl)c(Cl)c1)c1ccc2nc[nH]c2c1,1,4,-1,-51,.,3,-2
CC(C)C#Cc1ccc2c(c1)O[C@H](CN(C)Cc1cccnc1)[C@@H](C)CN([C@@H](C)CO)S2(=O)=O,-3,?,2,-83,0.6,7,-1
CCOC(=O)Nc1sc2c(c1C#N)CCCC2,-1,.,2,-11,.,0,-1
CC1CC(C)CN(S(=O)(=O)c2ccc(NC(=O)CCNC(=O)c3ccc([N+](=O)[O-])cc3)cc2)C1 (stereo not drawn),-7,-3,-4,-15,.,-2,-2
CC(C)NC(=O)Nc1ccc2c(c1)C(=O)N([C@H](C)CO)C[C@@H](C)[C@@H](CN(C)C(=O)NC(C)C)O2,-3,14,9,-23,0.0,1,-3
Cc1nc(N2CCOCC2)sc1C=O,-6,-5,12,-12,.,2,-3
COc1cc([N+](=O)[O-])ccc1-c1ccc(/C=N\n2cnnc2)o1,-12,-2,3,-2,.,-3,0
CC(C)CC#Cc1cnc2c(c1)C(=O)N([C@@H](C)CO)C[C@@H](C)[C@H](CN(C)C(=O)c1ccccc1F)O2,.,.,.,-8,0.0,.,2
O=C(c1ccc2c(c1)OCO2)N1CC[C@@H]2[C@H]1c1cc(-c3ccccc3)ccc1N[C@@H]2CO,-3,?,1,3,0.3,2,3
COc1ccc(OC)c2c(=O)cc(C(=O)O)[nH]c12,6,4,2,-3,0.4,-1,8
O=C(Nc1ccsc1C(=O)N1CCCC1)c1ccccc1,-8,-1,8,.,-2.3,1,.
CC(C)NC(=O)N(C)C[C@H]1Oc2cc(C#C[C@H](C)O)ccc2S(=O)(=O)N([C@@H](C)CO)C[C@H]1C,4,-3,-5,4,0.8,-1,0
Cn1nnnc1Sc1ccc([N+](=O)[O-])cc1Cl,7,.,7,.,.,17*,.
O=C(Nc1ccc(O)c2c(=O)cc(-c3ccccc3Cl)oc12)c1cccs1,-5,-6,-3,-1,0.0,.,-1

# Molecules above that have fluorine, in the order listed:
SMILES,S100A4 inh HTS,DENV2 CPE rescue,ERp5 block,C2C12 statin,E-selectin induc,SIRT5 inh,PglD DTNB
C[C@H](CO)N1C[C@H](C)[C@@H](CN(C)Cc2ccc(C(F)(F)F)cc2)OCCCC[C@H](C)Oc2ccc(NS(=O)(=O)c3cn(C)cn3)cc2C1=O,1,3,7,.,0.3,10,3
COc1ccccc1N1CCN(C2CCN(C(=O)c3ccc(F)cc3)CC2)CC1,1,3,0,.,.,2,2
Cc1c(N(C)C(=O)c2ccccc2F)c(=O)n(-c2ccccc2)n1C,-2,.,0,13,.,-7,1
COc1ccc(F)cc1C(=O)C1CCCN(Cc2ccc(Sc3nncn3C)o2)C1 (stereo not drawn),-5,9,2,.,0.5,-4,.
O=C(O)COc1ccc(C(NC(=O)c2c(F)cccc2F)NC(=O)c2c(F)cccc2F)cc1,-9,0,3,3,0.0,-4,2
O=C(CCNS(=O)(=O)c1ccc(OC(F)(F)F)cc1)N1CCCC1,-9,2,0,17,0.2,-3,-1
CC(C)NC(=O)c1nn2c(C(F)(F)F)cc(-c3ccco3)nc2c1Cl,-1,10,2,-5,1.6,1,2
CCCCn1c(N)c(N(Cc2ccccc2OC)C(=O)COc2ccc(F)cc2Cl)c(=O)[nH]c1=O,2,-3,-19,-1,0.0,-5,-5
CO[C@H]1CN(C)C(=O)c2cc(NS(C)(=O)=O)ccc2OC[C@H](C)N(CCC(F)(F)F)C[C@@H]1C,-3,3,-7,9,1.9,-4,-1
CC(C)CC#Cc1cnc2c(c1)C(=O)N([C@@H](C)CO)C[C@@H](C)[C@H](CN(C)C(=O)c1ccccc1F)O2,.,.,.,-8,0.0,.,2
